C-LANA FP: blocks KSHV LANA C-terminal domain binding to DNA | inhibition, % at 9 µM | 0.078% of 340,000 active | MBP-C-LANA/FAM-LBS DNA binding, fluorescence polarization | AID 504423;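 active = highest replicate inhibition at or above 60% at 9 µM, even if other replicates fall short; inactive = all replicates below 60% inhibition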;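 also: 0% = neutral control wells and 100% = 4 µM acridine orange control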
V-ATPase pH: regulators of yeast V-ATPase proton transport. AID 504577. 0.37% of 350,000 active. response, % at 10 µM. S. cerevisiae, pHLuorin cytosolic pH fluorescence; in the data active = response mostly above about 7.3%, no sharp cut-off; inactive = mostly below about 5.4%; also: actives read high; inactives centre near 0; some compounds called inactive have numbers as strong as hits; reference of the scale not given here
RTF Ca sens inh: cardiac RTF calcium desensitization; inhibition, % at 7.15 µM; 0.12% of 340,000 active; IANBD-labeled cardiac RTF, Ca2+ fluorescence; P19429+P45379;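 active = inhibition above the mean inhibition of all tested compounds plus 3 SD, cut at about 17% in these data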;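 also: assay run at fixed EC70 calcium of 1.6 mM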
Arrestin-AP2 inh: blocks beta-arrestin peptide binding to AP2 adaptin; FITC-arrestin peptide / GST-AP2 beads, flow cytometry; AP2 beta2 appendage carries R879A mutation; inhibition, % at 10 µM; 0.31% of 340,000 active; AID 504490;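 active = inhibition above a set limit, near 3 SD of compounds lacking own fluorescence, cut at about 54% in these data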;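 also: plate controls were DMSO wells for no effect and 5 µM unlabelled arrestin peptide for full effect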
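System: GST-AP2 R879A glutathione beads | Also added: FITC-arrestin peptide, 50 nM | Times: 12 min plus 1 h, RT | Signal: Bead flow cytometry, FITC channel | Buffer or medium: PBS with 0.05% Tween 20 and 0.1% BSA | Read-out basis: Percent drop in bead-associated FITC signal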
Pemphigus Ab inh: human desmoglein-3 autoantibody binding inhibition; binding (percent of control), % at 10 µM; AID 588358; DSG3-coupled beads, scFv-anti-DSG3-GFP binding, flow cytometry; active compounds read low; P32926; 0.48% of 310,000 active;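 active = binding more than 3 SD below its plate's average and above zero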;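 also: hits lower antibody fragment binding to DSG3; some compounds called inactive have numbers as strong as hits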
Keap1 Nrf2 FP: disrupts human Keap1 binding to Nrf2 peptide. 0.15% of 340,000 active. AID 504523. inhibition, % at 9.4 µM. Keap1 Kelch-Nrf2 peptide fluorescence polarization, 1536-well. Q14145; in the data active = inhibition above about 12%;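 also: human Keap1 Kelch domain with fluorescein labeled Nrf2 9mer peptide probe; 0% = neutral control wells and 100% = peptide positive control; higher means more block of Keap1 binding to Nrf2 peptide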
Target sequence (Q14145 whole entry, looked up, the tested form may be a part): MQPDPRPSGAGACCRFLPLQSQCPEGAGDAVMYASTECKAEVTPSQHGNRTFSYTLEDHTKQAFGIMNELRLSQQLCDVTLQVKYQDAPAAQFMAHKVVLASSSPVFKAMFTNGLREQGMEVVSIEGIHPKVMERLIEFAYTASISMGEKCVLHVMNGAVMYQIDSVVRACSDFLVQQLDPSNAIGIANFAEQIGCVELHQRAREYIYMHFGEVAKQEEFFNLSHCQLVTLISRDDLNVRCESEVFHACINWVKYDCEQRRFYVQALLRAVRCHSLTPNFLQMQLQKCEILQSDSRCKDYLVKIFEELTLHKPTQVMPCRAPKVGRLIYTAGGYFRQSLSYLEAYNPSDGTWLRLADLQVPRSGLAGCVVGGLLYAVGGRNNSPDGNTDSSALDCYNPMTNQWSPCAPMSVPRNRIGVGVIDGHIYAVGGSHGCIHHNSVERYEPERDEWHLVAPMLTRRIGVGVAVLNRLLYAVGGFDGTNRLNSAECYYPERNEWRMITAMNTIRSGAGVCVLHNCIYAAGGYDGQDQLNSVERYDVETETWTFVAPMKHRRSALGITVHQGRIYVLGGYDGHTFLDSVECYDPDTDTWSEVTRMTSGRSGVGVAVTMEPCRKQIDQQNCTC
MOR-DOR inv ag: inverse agonist of human OPRM1-OPRD1 heterodimerization; P35372+P41143; cell-based MOR-DOR heterodimer luminescence, inverse agonism; inhibition, % at 9.3 µM; 0.21% of 340,000 active; AID 504357; in the data active = inhibition above about 22%, passing the limit was not always enough;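 also: 0% = cells with DMSO and 100% = wells without cells with DMSO; values of inactives mirror those of a sister screen read the other way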
cardiac RTF act: increases calcium sensitivity of human cardiac regulated thin filaments; P19429+P45379; IANBD-labeled TnC RTF fluorescence at EC20 calcium; 0% EC20 calcium, 100% full calcium; activation, % at 7.2 µM; 0.24% of 340,000 active;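 active = activation above the mean over all tested compounds plus 3 SD, cut at about 30% in these data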;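 also: rise in fluorescence read as greater calcium sensitivity of cardiac thin filaments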
Wnt bcat act: activates Wnt/beta-catenin signaling in a reporter cell assay; activation, % at 9.35 µM; activator, plate reader; 1.2% of 300,000 active; AID 743398; in the data active = activation above about 30%, passing the limit was not always enough;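 also: 0% = neutral control wells and 100% = positive control wells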
MOR-DOR ag: OPRM1-OPRD1 heterodimerization agonism; P35372+P41143; cells, luminescence; activation, % at 9.3 µM; 0.3% of 340,000 active; in the data active = activation above about 18%;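 also: 0% = vehicle-treated cells and 100% = reference agonist; values of inactives mirror those of a sister screen read the other way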
* marks the source's active call; other numbers are inactive results; x = no result given. No enrichment for hits; about 3.1% have a hit in one of these screens.

Key to letters – A = C-LANA FP; B = V-ATPase pH; C = RTF Ca sens inh; D = Arrestin-AP2 inh; E = Pemphigus Ab inh; F = Keap1 Nrf2 FP; G = MOR-DOR inv ag; H = cardiac RTF act; I = Wnt bcat act; J = MOR-DOR ag
Cc1ccnc(SCC(=O)c2cc3ccccc3o2)n1
  A: 74*; B: 2; C: -1; D: 3; E: 107; F: 2; G: -9; H: 0; I: 12; J: 1.9

O=C(Nc1cc(S(=O)(=O)N2CCOCC2)ccc1N1CCOCC1)c1cn2ccccc2n1
  A: 0.4; B: -2; C: 0; D: 14; E: 106; F: -6; G: 6; H: -2; I: -1; J: -1.2

Cc1ccc(Cl)cc1NS(=O)(=O)c1ccc2oc(=O)ccc2c1
  A: -0.8; B: 0; C: -16; D: 7; E: 113; F: -1; G: -4; H: -3; I: -1; J: 0.7

O=C(C1CCN(S(=O)(=O)c2ccccc2)CC1)N1CCN(Cc2ccc3c(c2)OCO3)CC1
  A: 0.8; B: 7; C: 2; D: -6; E: 103; F: 3; G: 4; H: -3; I: 0; J: -0.6

O=C(O)c1cc(S(=O)(=O)Nc2cccc(Oc3ccccc3)c2)ccc1Br
  A: -1.4; B: -6; C: 5; D: 25; E: x; F: 3; G: 7; H: -10; I: -3; J: -1.0

CCOC(=O)c1c(NC(=O)CSc2nnc(CN3CCOCC3)n2C)sc2c1CCCC2
  A: -1.2; B: 1; C: 1; D: 1; E: 109; F: -4; G: 12; H: 2; I: 2; J: -2.0

COc1ccc(Nc2nc(N)nc(SCc3nnc(C)s3)n2)cc1
  A: -1.0; B: 8; C: 2; D: 4; E: 102; F: -2; G: 1; H: 3; I: x; J: -0.2

CCC1(C)N=c2c(c(=O)n(C)c(=O)n2C)=NO1 (centres undefined)
  A: -1.6; B: 1; C: -3; D: 8; E: x; F: 1; G: 16; H: -1; I: -2; J: -3.9

Cc1ccc(C)c(SCc2noc(C(=O)NC(C)C)c2C(=O)O)c1
  A: 0.1; B: -2; C: -10; D: 2; E: 94; F: -4; G: 17; H: -2; I: -3; J: -2.9

COC(=O)c1scc(S(C)(=O)=O)c1-n1cccc1
  A: x; B: 1; C: x; D: 44; E: 99; F: x; G: x; H: x; I: 7; J: x

N#CCC(=O)N/N=C/c1ccc(OCc2ccccc2)cc1
  A: -0.6; B: -1; C: -2; D: 14; E: 108; F: -2; G: 10; H: 0; I: 8; J: -2.0

Cc1ccc(C)c(NS(=O)(=O)c2cc(C(=O)NCC3CCCO3)ccc2C)c1 (centres undefined)
  A: -1.9; B: 6; C: 3; D: -3; E: 130; F: 1; G: 3; H: -6; I: -2; J: -0.6

N#C/C(=C\Nc1ccccc1SC(F)(F)F)c1nc(-c2ccc(F)cc2)cs1
  A: -0.1; B: 2; C: -12; D: -4; E: 84; F: -3; G: 19; H: 3; I: -5; J: -3.0

S=C1NCCOCCOCCOCCNC(=S)N2CCOCCOCCN1CCOCCOCC2
  A: -0.8; B: 0; C: 1; D: 8; E: 99; F: -2; G: 15; H: 6; I: -1; J: -2.6

CCN(c1ccccc1)S(=O)(=O)c1ccc(Cl)c(NC(=O)CSc2nnc(C)s2)c1
  A: 0.7; B: 3; C: 4; D: 33; E: 86; F: -6; G: 19; H: -3; I: 0; J: -3.6

CSc1cccc(NC(=O)CNS(=O)(=O)c2ccccc2)c1
  A: -0.3; B: 6; C: 11; D: -3; E: 103; F: -6; G: 6; H: 2; I: 2; J: -0.8

COc1ccc(NC(=O)C2CCN(S(=O)(=O)c3cn(C)nc3C)CC2)cc1
  A: 0.2; B: 0; C: -2; D: 7; E: 102; F: -5; G: 16; H: -1; I: -2; J: -3.1

COc1ccc(NC(=O)c2ccc(-c3ccccc3Cl)o2)cc1
  A: -0.3; B: 4; C: 4; D: 28; E: 96; F: -4; G: -4; H: -6; I: 24; J: 0.9

CCOC(=O)c1cnc(-n2nc(C)cc2C)nc1Oc1ccc(C(=O)OC)cc1
  A: x; B: 0; C: x; D: 27; E: 107; F: x; G: x; H: x; I: 4; J: x

Cc1cccc(C(=O)NNC(=O)c2ccccc2[N+](=O)[O-])c1
  A: -0.6; B: 0; C: -1; D: 5; E: 109; F: 1; G: 1; H: -2; I: -1; J: -0.2

CC(C)c1ccc(-n2c(-c3ccccc3)c[n+]3c2CCc2ccccc2-3)cc1
  A: -1.9; B: 0; C: -5; D: -7; E: 100; F: -5; G: 13; H: 5; I: -3; J: -2.4

O=C(/C=C/NNC(=O)c1ccc(Cl)cc1)c1ccccc1
  A: 0.7; B: 0; C: -7; D: 24; E: 103; F: -2; G: 13; H: 1; I: 0; J: -2.4

CCN1CCN(C(=O)C2CCCN(S(=O)(=O)c3cccc4nsnc34)C2)CC1 (centres undefined)
  A: 1.1; B: -1; C: -1; D: 27; E: 101; F: -1; G: 17; H: -1; I: -1; J: -3.4

O=C(Nc1ccc(N2CCCC2)cc1)c1ccccc1[N+](=O)[O-]
  A: 0.2; B: -2; C: -1; D: 25; E: 98; F: 1; G: 0; H: -7; I: -1; J: -0.1

c1ccc(-c2nc3c(ccc4ccccc43)[nH]2)nc1
  A: 0.4; B: 2; C: -3; D: -5; E: 110; F: -2; G: 5; H: 6; I: x; J: -0.9

C/C(=N\NC(=O)COc1ccccc1)c1ccc(O)cc1
  A: -0.4; B: -1; C: -3; D: 0; E: 102; F: -8; G: 1; H: 6; I: 0; J: -0.1

CCCCOc1ccc(-c2nc(/C=N/c3nccs3)c(O)o2)cc1
  A: 1.3; B: -1; C: -4; D: 2; E: 103; F: 4; G: 10; H: 2; I: 2; J: -1.9

Cc1noc(C)c1COc1ncnc2ccccc12
  A: 0.7; B: -2; C: -3; D: 41; E: 98; F: -4; G: 5; H: 2; I: 3; J: -0.9

CCN(Cc1ccccc1)C(c1ccc(C)cc1)c1nnnn1C(C)(C)CC (centres undefined)
  A: 0.2; B: 6; C: 4; D: 5; E: 102; F: -1; G: 6; H: -1; I: x; J: -1.0

CCOC(=O)C1=C(CC)Nc2ccccc2N=C1NC(=O)c1ccc(S(=O)(=O)N2CCCC2)cc1
  A: 4.6; B: -3; C: -5; D: -6; E: 99; F: -8; G: 10; H: 7; I: -2; J: -2.1

CC(C)C(=O)N1CCN(c2ccccc2NC(=O)c2ccc(Br)o2)CC1
  A: -0.1; B: 1; C: -5; D: 0; E: 92; F: 3; G: 26; H: -4; I: -2; J: -5.1

N/C(=N\OC(=O)c1cccc([N+](=O)[O-])c1)c1cccnc1
  A: -0.5; B: -4; C: -17; D: 12; E: 133; F: 5; G: -42; H: 6; I: 18; J: 7.6

Cc1ccc(S(=O)(=O)N(C)C)cc1NC(=O)C1CCCN(C(=O)c2ccc(Cl)cc2)C1 (centres undefined)
  A: 0.2; B: -2; C: 4; D: 26; E: 104; F: 0; G: -1; H: -2; I: 1; J: 0.1

C[C@@H]1O[C@@H](OC[C@H]2O[C@@H](Oc3c(-c4ccc(O)cc4)oc4cc(O)cc(O)c4c3=O)[C@H](O)[C@@H](O)[C@@H]2O)[C@H](O)[C@H](O)[C@H]1O
  A: 0.2; B: -1; C: -9; D: 1; E: 99; F: 1; G: 22; H: 0; I: -1; J: -4.3

COC(=O)c1cc(S(=O)(=O)NCC2CCN(CCc3cccs3)CC2)cn1C
  A: 0.5; B: 5; C: -4; D: 39; E: 104; F: 1; G: 6; H: -4; I: -2; J: -1.2

CCCOC1OC(=O)c2c1ccc(OC)c2OC (centres undefined)
  A: 0.1; B: -4; C: -8; D: -3; E: 82; F: -1; G: 7; H: 7; I: 0; J: -1.4

COc1ccccc1N(CC(=O)Nc1ccc(S(=O)(=O)N2CCOCC2)cc1)S(C)(=O)=O
  A: -0.8; B: 8; C: 7; D: 1; E: 106; F: -6; G: -3; H: -4; I: -1; J: 0.6

O=C(c1cc2ccccc2oc1=O)N1CCN(Cc2ccc3c(c2)OCO3)CC1
  A: 1.4; B: 5; C: -3; D: -12; E: 108; F: -5; G: 5; H: -2; I: -5; J: -0.9

O=C1CC(c2ccccc2)Cc2nc(N3CCc4ccccc43)ncc21 (centres undefined)
  A: -1.9; B: 0; C: 6; D: -10; E: 98; F: 1; G: 2; H: -12; I: x; J: -0.3

Cc1ccc(S(=O)(=O)N2CCN(C(=S)NCCc3ccccc3)CC2)cc1
  A: 2.6; B: -1; C: 4; D: 28; E: 100; F: 2; G: 3; H: 7; I: -2; J: -0.6

O=C(Nc1cc(Br)ccc1O)c1cnn2c(C(F)F)cc(C3CC3)nc12
  A: 1.0; B: 2; C: -3; D: 0; E: 97; F: -5; G: -4; H: 2; I: -12; J: 0.7

Cc1c(Cl)cccc1N/C(=N/S(=O)(=O)c1cccs1)c1ccccc1
  A: 0.9; B: 0; C: -2; D: -4; E: 90; F: -2; G: 4; H: 0; I: -1; J: -0.7

CC1CCCCC1NC(=O)CCNC(=O)N1CC(=O)Nc2ccccc21 (centres undefined)
  A: -1.5; B: -3; C: -1; D: 4; E: x; F: 4; G: 15; H: 8; I: 1; J: -3.0

COc1ccc(CNC(=O)COc2cc(O)c3c(c2)OC(C)(C)CC3=O)c(OC)c1
  A: 0.3; B: 2; C: -5; D: 6; E: 84; F: -6; G: -11; H: 5; I: 2; J: 2.1

3 entries from above, arranged by molecular weight, ascending:
Key to letters – A = C-LANA FP; B = V-ATPase pH; C = RTF Ca sens inh; D = Arrestin-AP2 inh; E = Pemphigus Ab inh; F = Keap1 Nrf2 FP; G = MOR-DOR inv ag; H = cardiac RTF act; I = Wnt bcat act; J = MOR-DOR ag
O=C1CC(c2ccccc2)Cc2nc(N3CCc4ccccc43)ncc21 (centres undefined)
  A: -1.9; B: 0; C: 6; D: -10; E: 98; F: 1; G: 2; H: -12; I: x; J: -0.3

Cc1ccc(S(=O)(=O)N2CCN(C(=S)NCCc3ccccc3)CC2)cc1
  A: 2.6; B: -1; C: 4; D: 28; E: 100; F: 2; G: 3; H: 7; I: -2; J: -0.6

O=C(Nc1cc(Br)ccc1O)c1cnn2c(C(F)F)cc(C3CC3)nc12
  A: 1.0; B: 2; C: -3; D: 0; E: 97; F: -5; G: -4; H: 2; I: -12; J: 0.7

Screening results as filed in PubChem.
